CHO-K1 Ca PAM: M1 PAM counterscreen hit in parental CHO-K1 cells. ATP EC20, Fluo-8 calcium fluorescence; 0% at ATP EC20, 100% at ATP max. activation, % at 3 µM. actives 0.02% (n = 360,000). AID 602247;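 active means activation above the run cutoff, the mean activation of all test compounds plus 3 SD, cut at about 40% in these data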;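 further: peak over basal fluorescence ratio in a 140 s read after ATP addition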
CHRM5 antagonist: CHRM5 antagonism in calcium assay. CHO-hM5 cells, Fluo-8 calcium fluorescence, ACh EC80. inhibition, % at 3 µM. P08912. actives 0.59% (n = 360,000);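 active means inhibition above a per-plate cutoff, the mean of that plate's test compounds plus 3 SD, cut at about 27% in these data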;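 further: 0% = acetylcholine EC80 with DMSO and 100% = DMSO without agonist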
Target sequence (P08912 whole entry, looked up): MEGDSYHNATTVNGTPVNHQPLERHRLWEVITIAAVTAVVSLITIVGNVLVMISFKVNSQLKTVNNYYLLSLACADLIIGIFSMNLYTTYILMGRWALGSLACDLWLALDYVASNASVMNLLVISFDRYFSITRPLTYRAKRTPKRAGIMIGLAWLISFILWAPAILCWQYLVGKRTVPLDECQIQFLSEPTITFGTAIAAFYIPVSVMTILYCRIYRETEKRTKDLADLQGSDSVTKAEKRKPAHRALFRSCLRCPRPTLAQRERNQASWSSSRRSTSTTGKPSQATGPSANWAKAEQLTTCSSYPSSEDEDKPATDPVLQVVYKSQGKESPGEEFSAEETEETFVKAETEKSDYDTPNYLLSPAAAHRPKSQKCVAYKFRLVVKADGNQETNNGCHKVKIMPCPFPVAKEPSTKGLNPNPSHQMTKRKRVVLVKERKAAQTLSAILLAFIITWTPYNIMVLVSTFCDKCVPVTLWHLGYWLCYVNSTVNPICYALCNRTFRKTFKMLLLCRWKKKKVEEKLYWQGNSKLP
CRFBP-R2 block: antagonists of CRF-binding protein/CRF-R2 receptor complex; inhibition, % at 11.8 µM; actives 0.59% (n = 350,000); AID 588475; HEK293 CRF-R2/CRF-BP, CRF-induced calcium fluorescence;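 active means inhibition of the ligand-induced calcium signal above about 50% at the single tested concentration, limit read from the data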
CHRM5 PAM: CHRM5 positive allosteric modulation | P08912 | CHO-K1 hM5, Fluo-8 calcium, ACh EC20 PAM; 0% = ACh EC20, 100% = ACh EC100 | activation, % at 3 µM | actives 0.3% (n = 360,000);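 active means activation above the run cutoff, the mean activation of all test compounds plus 3 SD, cut at about 18% in these data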
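Assay system: CHO-K1 hM5 cells. Also added: acetylcholine at EC20 concentration, added after compound. Dosing: 3 µM, single dose. Times: compound preincubation 140 s before EC20 acetylcholine addition. Signal: Fluo-8 calcium fluorescence. Measure: % activation relative to EC20 and EC100 ACh responses. Repeats: singlicate, one well per test compound.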
TAAR1 antag: antagonists of human TAAR1; AID 624466; CHO RD-HGA16 TAAR1, Fluo-8 calcium fluorescence, antagonist; actives 1.5% (n = 360,000); inhibition, % at 3 µM;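 active means inhibition above a per-plate cutoff, the mean inhibition of test compounds on that plate plus 3 SD, cut at about 49% in these data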;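 further: 0% = DMSO plus EC80 beta-PEA response and 100% = DMSO alone without agonist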
Target sequence (Q96RJ0 whole entry, looked up): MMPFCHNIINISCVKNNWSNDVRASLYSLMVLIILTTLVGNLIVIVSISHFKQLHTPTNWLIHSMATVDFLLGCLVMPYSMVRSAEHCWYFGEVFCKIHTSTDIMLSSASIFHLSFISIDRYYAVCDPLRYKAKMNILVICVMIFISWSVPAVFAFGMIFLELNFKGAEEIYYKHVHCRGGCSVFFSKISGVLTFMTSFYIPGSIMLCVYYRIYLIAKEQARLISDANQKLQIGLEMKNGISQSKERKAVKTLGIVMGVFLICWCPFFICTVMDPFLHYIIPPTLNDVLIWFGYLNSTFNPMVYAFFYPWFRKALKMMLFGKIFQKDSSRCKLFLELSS
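Test system: CHO RD-HGA16 cells bearing hTAAR1 | Reagent: β-PEA, EC80 | Compound dosing: 3 µM, single point | Schedule: Dye loading 75 min at 37 °C, then 30 min room temperature | Signal: Calcium fluorescence with Fluo-8 | Evaluation: Percent inhibition of PEA-evoked calcium signal, max/basal emission ratio | Control set: DMSO-only wells and EC80 β-PEA-stimulated wells | Repeats: Singlicate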
TAAR1 ag: human TAAR1 agonism; CHO RD-HGA16 TAAR1, Fluo-8 calcium fluorescence; vehicle wells 0%, saturating PEA agonist 100%; activation, % at 3 µM; actives 0.99% (n = 360,000); AID 624467;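 active means activation above the mean activation of all test compounds in the run plus 3 SD, cut at about 38% in these data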
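System: CHO-derived RD-HGA16 cells with stable Gα16 and human TAAR1 / Times: 17-24 h plating, Fluo-8 75 min 37 °C, 30 min RT / Technique: calcium-sensitive Fluo-8 signal, excitation 470-495, emission 515-575 nm / Measure: % activation relative to PEA EC100 response / Benchmarks: DMSO and PEA EC100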
M5 ag: agonists of human muscarinic M5 receptor (CHRM5); activation, % at 3 µM; actives 0.19% (n = 360,000); P08912; CHO-K1 hM5 cells, Fluo-8 calcium fluorescence; 0% DMSO wells, 100% maximal acetylcholine response; AID 624037;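 active means activation above the run's mean over test compounds plus 3 SD, cut at about 23% in these data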;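 further: signal is peak over basal fluorescence ratio across the kinetic read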
M4 PAM: potentiates acetylcholine response at human M4 receptor; AID 624126; actives 0.4% (n = 360,000); P08173; activation, % at 3 µM; CHO-K1 hM4/Gqi5, Fluo-8 calcium fluorescence, ACh EC20; 0% = ACh EC20, 100% = maximal ACh;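 active means activation above its plate's cutoff, the mean activation of sample wells plus 3 SD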; further: some results filed as inactive read as strong as hits
CRFR2-BP ag: agonists of human CRF-binding protein/CRF-R2 receptor complex | HEK293 CRF-R2/CRF-BP, calcium dye fluorescence (FLIPR); percent of saturating CRF peptide response | activation, % at 13.2 µM | actives 0.46% (n = 350,000) | AID 588473;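 active means activation of at least 50%, plus an integration ratio under a set limit after plate pattern correction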;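 further: plate controls were neutral control wells without compound for no effect and CRF at EC100 for full effect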
* marks the source's active call; other numbers are inactive results; . = not tested or not shown; & = joins results of further samples. Rows are unselected; 4.2% or so of the library scored in one or more.

SMILES | CHO-K1 Ca PAM | CHRM5 antagonist | CRFBP-R2 block | CHRM5 PAM | TAAR1 antag | TAAR1 ag | M5 ag | M4 PAM | CRFR2-BP ag
CCn1ccnc1CN(C)C(=O)C1CCC(=O)N(Cc2cccc(F)c2)C1 (centres undefined) | 3.5 | 6.4 | 0.8 | -1.2 | -7.6 | 0.5 | -3.4 | 3.5 | 2.8
COc1ccccc1N1CCN(S(=O)(=O)c2cc(-c3cc(C)no3)ccc2C(C)C)CC1 | 22.2 | 2.0 | -0.4 | 5.9 | -9.2 | 2.0 | -2.4 | -1.0 | -0.3
Clc1ccc(C2[C@H]3CN(CC4CCCCC4)[C@H](c4ccccc4)C34CC2(c2ccccc2)C4)cn1 (some centres undefined) | 6.9 | 2.0 | 6.8 | 2.0 | -1.2 | 0.3 | 1.5 | -1.2 | 10.8
O=C(CO/N=C/c1ccc(OC(F)F)cc1)N1CCc2ccccc21 | 4.8 | 0.7 | 21.9 | -3.0 | 17.9 | 16.2 | -2.2 | -4.4 | 0.8
COc1ccc(S(=O)(=O)N2CCN(C(=O)c3ccc(C)o3)CC2)cc1 | 7.2 | -6.1 | 8.8 | 2.9 | 4.9 | 1.9 | -1.7 | 2.1 | -1.6
CC(C)c1c(O)nc(SCc2ccc(F)cc2)[nH]c1=O | 4.4 | -8.3 | -4.4 | -4.2 | -4.3 | 0.7 | 3.0 | -2.8 | -0.3
Cc1ccc2nc(-c3cccc(SC4CCCCC4)c3)c(NCc3ccccc3)n2c1 | 12.3&0.0 | 9.5&19.7 | 8.2 | -3.9&-18.0 | 84.2* | 8.1&0.2 | -1.5&1.1 | 5.3&-9.5 | 5.7
Cc1ccc(COC(=O)c2cc([N+](=O)[O-])ccc2N2CCOCC2)cc1 | 18.0 | 1.8 | . | 0.5 | -17.6 | 2.3 | -3.2 | -2.1 | .
COc1ccc(N2CCN(C3CC(=O)NC3=O)CC2)cc1 (centres undefined) | 22.8 | -4.3 | 1.8 | 0.8 | 5.5 | 10.9 | 0.9 | 7.9 | 4.7
CN(C)/C=C(\C#N)S(=O)(=O)c1ccc(Cl)cc1 | -6.0 | -12.7 | 19.2 | 4.7 | -14.3 | 2.1 | -6.8 | 4.9 | 0.4
COc1ccc(NC(=O)N(CCO)Cc2cc3c(C)cc(C)cc3[nH]c2=O)cc1 | 13.4 | -6.6 | 13.8 | 0.3 | 9.8 | 6.5 | -2.9 | 6.5 | -1.3
CCN(CC)C(=O)CSc1nc2cc3c(cc2c(=O)n1Cc1ccc(OC)cc1)OCO3 | -2.1 | 6.0 | -8.3 | -3.5 | -9.2 | -0.8 | 3.0 | -1.9 | 3.1
Cc1ccc(S(=O)(=O)Nn2c(C)nnc2-n2nc(C)cc2C)cc1 | 21.1 | 2.7 | 4.6 | 3.4 | -10.1 | 14.0 | -0.3 | 0.2 | 1.9
Cc1ccc(C)c(Cc2c(C)nc3c(C(=O)N4CCOCC4)cnn3c2C)c1 | 10.3 | -1.2 | 27.1 | -0.6 | 11.7 | 14.2 | -2.3 | 2.7 | 0.1
Cc1ccc(NC(=O)CN2CCN(c3ccccn3)CC2)cc1S(=O)(=O)N(C)C | 17.6 | 9.8 | 14.2 | 1.5 | -27.8 | 0.5 | 0.8 | -9.0 | -0.9
COc1ccccc1Cc1c(-c2cccc(Cl)c2)nc2c(C)cc(Br)cn12 | -8.8 | 4.7 | . | -4.2 | -11.8 | 4.5 | 0.2 | 11.3 | .
C=CCN(C(=O)C1CC(=O)N(C2CCCC2)C1)c1nc(-c2ccc(S(C)(=O)=O)cc2)cs1 (centres undefined) | 7.9 | 18.6 | -23.2 | -44.4 | 78.2* | 32.9 | 13.4 | -12.8 | 1.6
CCOC(=O)c1sc2nc3c(cc2c1N)COC(C)(C)C3 | 9.4 | 0.9 | 3.3 | -2.4 | 20.9 | -0.2 | -3.7 | -3.7 | -0.7
CC(=O)N1CCc2cc(S(=O)(=O)Nc3ccc(C)cc3C)ccc21 | -12.3 | 20.9 | -8.4 | -8.4 | -10.9 | 5.5 | 1.6 | -4.0 | -1.4
COc1ccccc1OCc1csc(NC(=O)c2ccco2)n1 | 7.8 | 4.5 | 14.9 | -5.1 | 13.6 | 1.7 | 2.9 | -3.2 | 8.6

Quoted from the listing.
`CC(C)c1c(O)nc(SCc2ccc(F)cc2)[nH]c1=O` | CHRM5 antagonist: -8.3
`CCN(CC)C(=O)CSc1nc2cc3c(cc2c(=O)n1Cc1ccc(OC)cc1)OCO3` | CHRM5 PAM: -3.5
`Clc1ccc(C2[C@H]3CN(CC4CCCCC4)[C@H](c4ccccc4)C34CC2(c2ccccc2)C4)cn1` (some centres undefined) | CHRM5 antagonist: 2.0

The results go on:
SMILES | CHO-K1 Ca PAM | CHRM5 antagonist | CRFBP-R2 block | CHRM5 PAM | TAAR1 antag | TAAR1 ag | M5 ag | M4 PAM | CRFR2-BP ag
CCOc1ccc(NC(=S)N2CCC(NC(=O)C3CCCCC3)CC2)cc1 | -17.9 | 2.7 | -1.7 | 6.2 | -23.8 | 10.8 | -0.7 | 2.2 | -0.8
C=CCNc1nc(N2CCOCC2)nc(N2CCOCC2)n1 | 21.3 | 11.4 | 6.0 | 4.5 | 11.7 | -0.8 | -0.4 | 14.4 | 2.0
CC(=O)Nc1ccc(S(=O)(=O)N2CCN=C2SCc2ccc(F)cc2)cc1 | -0.1 | -11.9 | -5.8 | 2.3 | -14.0 | 9.3 | 6.1 | 12.0 | 1.2
COc1ccc(OC)c(C2C(C(C)=O)=C(O)C(=O)N2CCc2ccc(OC)c(OC)c2)c1 (centres undefined) | 9.0 | 0.6 | -4.0 | -5.0 | 13.1 | 2.4 | -1.5 | 3.1 | -0.5
CCN(c1ccccc1)S(=O)(=O)c1cccc(C(=O)NCc2ccncc2)c1 | -9.6 | 1.6 | 5.8 | -5.6 | -31.6 | 1.9 | 3.7 | 4.2 | 0.3
O=C(NCc1ccccc1)c1cc(C2CCCCN2S(=O)(=O)c2cccs2)on1 (centres undefined) | 18.8 | -0.7 | . | -4.6 | 0.7 | -0.2 | -1.7 | -3.5 | .
CCN(CCn1cccn1)Cc1nc(-c2ccc(OC)cc2)no1 | 6.4 | 3.2 | 5.8 | 1.5 | -16.7 | 10.5 | 2.8 | 2.5 | -1.3
CC(=O)C1=C(C)Nc2ncnn2C1c1ccccc1OCc1ccccc1 (centres undefined) | -0.3 | 1.8 | -6.2 | -1.0 | 3.1 | 4.5 | -2.8 | 4.1 | -0.4
COc1ccc(C(=O)Nc2ccnn2C2CCN(Cc3ccc4nonc4c3)CC2)cc1 | -8.7 | 6.8 | -6.6 | -6.1 | -20.2 | 5.6 | -5.5 | -2.2 | -1.0
COc1cc(CN(C)CC(=O)c2[nH]c(C)c(C(C)=O)c2C)ccc1OC(F)F | 5.0 | 6.6 | 5.2 | -8.6 | 0.6 | 10.1 | 4.5 | -1.5 | 0.7
Cc1ccc2c(CC(=O)NCC(C)(C)N3CCOCC3)coc2c1 | -10.7 | -11.3 | 3.4 | 8.8 | 5.3 | -0.2 | -9.4 | 3.8 | 1.8
COc1ccc(NC2CCCN(C(=O)C3(C)CCCCC3)C2)cc1 (centres undefined) | 15.3 | 2.6 | -12.6 | 2.8 | -23.3 | -3.0 | -1.9 | 3.0 | 19.4
COc1ccccc1N1CCN(C(=O)C2CCN(S(=O)(=O)c3ccc(C)cc3)CC2)CC1 | 5.3 | 11.1 | -3.3 | -8.9 | 23.3 | 8.8 | 3.3 | -4.0 | 0.3
COc1cccc(NC(=O)CN2CCN(c3nc(-c4cccc(OC)c4)cs3)CC2)c1 | 6.3 | 6.5 | -3.0 | -3.1 | 46.7 | 5.8 | -1.4 | 2.7 | 1.9
Cc1ccc(C(=O)NCC(=O)N2CCN(S(=O)(=O)c3cccs3)CC2)s1 | 9.9 | 19.6 | 9.1 | -13.8 | -2.8 | 3.0 | 1.9 | -9.4 | -0.7
Cc1nnc(SCC(=O)NCCc2ccccc2)s1 | -11.6 | 4.5 | -8.4 | 4.0 | 28.8 | 6.3 | -1.1 | 1.0 | -0.4
CC(C)C[C@H](NC(=O)c1nc[nH]c1C(=O)NCCNC(=O)OC(C)(C)C)C(=O)CNCCNC(=O)c1[nH]cnc1C(=O)N[C@@H](C)C(=O)OC(C)(C)C | 29.1 | 0.4 | 13.1 | 4.4 | 7.1 | 1.0 | -0.6 | 3.9 | 0.2
O=C(c1ccc(Cl)cc1[N+](=O)[O-])N1CCN(c2ccccn2)CC1 | 6.5 | -5.7 | 0.1 | 3.2 | -16.2 | 4.5 | -2.1 | -3.6 | -1.8
CC(=O)N1CCN(c2cccc(C)c2C)CC1 | 11.4 | 5.1 | 5.2 | -0.6 | 4.9 | 5.4 | -2.4 | 2.0 | -0.5
Cc1cc(C(=O)NNC(=S)Nc2ccccc2C)cs1 | -11.6 | 1.9 | -0.2 | -6.2 | -7.3 | 7.7 | -0.4 | 10.2 | 2.9
Cc1ccc(/C=N/n2c(-c3ccco3)n[nH]c2=S)cc1 | 21.4 | 7.0 | 2.4 | 3.6 | -42.3 | -3.0 | -2.5 | -3.7 | -0.5
CCOc1ncccc1C(=O)Nc1cccc(-c2nc3cccnc3s2)c1 | 8.1 | 9.7 | -12.9 | -2.7 | 47.0 | 6.9 | 4.0 | -3.3 | 2.4
CC(=O)Nc1ccc(Nc2ncc([N+](=O)[O-])c(Nc3ccc(NC(C)=O)cc3)n2)cc1 | 1.9 | -10.5 | -15.2 | 5.4 | -8.9 | -3.1 | 0.2 | 11.2 | -1.7
CCC(C)NC(=O)CS(=O)(=O)Cc1nc(-c2cccc(OC)c2)oc1C (centres undefined) | 11.0 | 0.2 | 1.6 | -2.5 | -5.9 | -1.1 | -0.5 | -0.4 | 0.5
Cn1c(=NC(=O)CS(=O)(=O)c2ccccc2)sc2cc([N+](=O)[O-])ccc21 | 2.4 | 2.2 | -7.1 | -1.2 | -5.7 | 0.2 | 2.4 | 10.8 | 1.1
COc1ccc(C2C(C(=O)NCc3ccccn3)c3cc(OC)c(OC)cc3C(=O)N2C)cc1 (centres undefined) | -4.0 | -7.0 | -12.0 | 1.2 | -14.9 | 2.4 | 0.8 | 25.6 | -0.7
CC(C)CN1C=C2C(=O)C(C)(OC(=O)CCc3ccccc3)C(=O)C=C2C=C1c1ccc(C#N)cc1 (centres undefined) | 9.2 | 7.7 | -8.2 | -3.7 | 12.6 | 1.0 | -4.7 | 6.6 | 1.0
CCOC(=O)c1cc(NC(=O)c2ccccc2)c(=O)oc1C(F)(F)F | 20.2 | 4.8 | -7.2 | 1.3 | -31.6 | 18.1 | 1.2 | -1.5 | 0.0

Limited to CHRM5 PAM, for some of the entries so far:
| SMILES | CHRM5 PAM |
| --- | --- |
| CCOc1ncccc1C(=O)Nc1cccc(-c2nc3cccnc3s2)c1 | -2.7 |
| CC(=O)Nc1ccc(Nc2ncc([N+](=O)[O-])c(Nc3ccc(NC(C)=O)cc3)n2)cc1 | 5.4 |
